C8 TRAIL sens: sensitizes caspase-8 expressing cells to TRAIL; inhibition (viability loss, TRAIL sensitization), % at 10 µM; AID 624354; NB7+C8 cells + TRAIL, ATPlite viability luminescence; hit rate 1% among 360,000;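 active = compounds causing at least 50% loss of cell viability in the single-dose screen, relative to plate controls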
NR5A2 inv ag: suppresses constitutive activity of human LRH-1; inhibition, % at 3.6 µM; HEK293T StAR-luciferase reporter, LRH-1 transfected, 24 h; O00482; hit rate 0.13% among 360,000;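 active = inhibition above the mean inhibition of all tested compounds plus 3 SD, cut at about 73% in these data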;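 also: 0% = DMSO wells and 100% = reporter-only cells lacking LRH-1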
Target sequence (O00482 whole entry, looked up): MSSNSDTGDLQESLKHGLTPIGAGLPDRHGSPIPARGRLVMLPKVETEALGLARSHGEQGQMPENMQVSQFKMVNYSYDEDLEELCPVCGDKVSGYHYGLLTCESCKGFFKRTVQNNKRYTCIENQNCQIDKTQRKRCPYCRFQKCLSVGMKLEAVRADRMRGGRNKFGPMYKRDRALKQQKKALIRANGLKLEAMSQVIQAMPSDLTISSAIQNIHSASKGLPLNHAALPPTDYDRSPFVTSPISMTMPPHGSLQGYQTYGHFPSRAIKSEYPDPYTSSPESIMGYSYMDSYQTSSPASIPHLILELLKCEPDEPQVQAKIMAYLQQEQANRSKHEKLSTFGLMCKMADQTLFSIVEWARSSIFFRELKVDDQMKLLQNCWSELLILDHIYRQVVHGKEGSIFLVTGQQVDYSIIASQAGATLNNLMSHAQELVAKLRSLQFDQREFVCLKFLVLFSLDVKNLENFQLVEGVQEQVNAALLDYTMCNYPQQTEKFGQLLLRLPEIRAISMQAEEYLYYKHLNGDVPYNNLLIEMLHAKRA
COUP-TFII inh: inhibitors of human COUP-TFII (NR2F2); inhibition, % at 8.6 µM; HEK293T NGFI-A luciferase reporter, luminescence; hit rate 0.7% among 370,000; AID 686940; P24468;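 active = inhibition above a per-plate cutoff, mean inhibition of test wells between control levels plus 3 SD, cut at about 38% in these data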;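 also: cells cotransfected with COUP-TFII expression vector driving the NGFI-A reporter; 0% = median of COUP-TF2 test wells and 100% = reporter-only cells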
Target sequence (P24468 whole entry, looked up): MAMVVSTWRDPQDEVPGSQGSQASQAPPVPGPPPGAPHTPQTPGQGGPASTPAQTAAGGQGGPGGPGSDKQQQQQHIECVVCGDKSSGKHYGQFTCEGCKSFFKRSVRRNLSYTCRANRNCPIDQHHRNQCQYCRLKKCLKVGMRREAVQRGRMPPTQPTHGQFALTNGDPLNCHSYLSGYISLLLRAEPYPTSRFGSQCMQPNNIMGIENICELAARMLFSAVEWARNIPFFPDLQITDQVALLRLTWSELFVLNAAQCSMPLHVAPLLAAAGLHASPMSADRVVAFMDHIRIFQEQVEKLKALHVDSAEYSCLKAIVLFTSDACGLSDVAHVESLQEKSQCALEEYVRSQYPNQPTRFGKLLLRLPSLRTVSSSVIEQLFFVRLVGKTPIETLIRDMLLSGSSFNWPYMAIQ
Shn3 3UTR inh: reduces Shn3 3'UTR luciferase signal in osteoblasts. Clone20 osteoblast Shn3 3'UTR firefly luciferase, 24 h. inhibition, % at 12.5 µM. hit rate 0.52% among 360,000. AID 588674;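 active = mean inhibition of at least 75% with every replicate also reaching 75%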;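 also: 0% = median of neutral control wells and 100% = pilot-screen positive control compound; some compounds past the cut are filed as inactive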
TWEAK-Fn14 inh: blocks TWEAK-Fn14 interaction in a reporter cell assay; hit rate 2% among 360,000; AID 1159606; TWEAK-stimulated Fn14 reporter cells, luciferase luminescence, 8 h; inhibition, % at 10 µM; in the data active = inhibition above about 50%
KKLEB tox: CF airway cell cytotoxicity counter-screen; activity change (cytotoxicity), % at 5 µM; KKLEB CF airway cells viability, ATPlite luminescence, overnight; active compounds read low; cells stimulated with P. aeruginosa culture filtrate; hit rate 0.36% among 360,000;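 active = corrected activity change at or below -50% at 5 µM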
CF NFkB block: blocks PAF-induced NF-kB reporter in cystic fibrosis cells | hit rate 0.86% among 360,000 | KKLEB NF-kB-GFP reporter, GFP fluorescence overnight | AID 588850 | inhibition, % at 5 µM;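 active = at least 50% inhibition at 5 µM, scaled per plate between neutral and stimulator controls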;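 also: PAF is a Pseudomonas aeruginosa culture filtrate used as stimulus; plate controls were PAF-stimulated DMSO wells for no effect and unstimulated DMSO wells for full effect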
TROY signal inh: blocks TROY-dependent signaling in reporter cells; Q293 LMP1-TROYcd NF-kB luciferase reporter, 4 h; inhibition, % at 10 µM; hit rate 0.98% among 360,000; AID 1347056;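 active = compounds whose plate-normalised and pattern-corrected inhibition of the luciferase reporter signal at the single screening dose is 50% or more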
SRC3 inh: inhibitors of human steroid receptor coactivator 3 (SRC3) | Q9Y6Q9 | HEK293 GAL4-SRC3 luciferase reporter, luminescence | inhibition, % at 3.6 µM | hit rate 0.17% among 360,000 | AID 588352;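 active = inhibition above a per-campaign cutoff, the mean of all compounds plus 3 SD, cut at about 60% in these data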;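 also: 0% = DMSO-treated cells and 100% = gossypol-treated cells at 36 µM; higher means less SRC3-driven luciferase light from the GAL4 reporter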
EBV LMP1 NFkB: inhibitors of Epstein-Barr LMP1-induced NF-kappaB reporter | AID 504558 | LMP1-induced NF-kappaB luciferase reporter cells, luminescence | hit rate 0.69% among 350,000 | inhibition, % at 12.5 µM; in the data active = inhibition above about 41%;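 also: 0% = neutral control wells and 100% = reference inhibitor control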
NCOA1 inh: human NCOA1 inhibition; Q15788; HEK293 GAL4-SRC1 luciferase reporter, luminescence; inhibition, % at 3.6 µM; hit rate 0.12% among 360,000; AID 588354;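 active = inhibition above the campaign mean plus 3 SD, with each screening campaign given its own cutoff, cut at about 60% in these data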;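 also: 0% = DMSO treated cells and 100% = gossypol at 36 µM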
The depositor's hits bear a star; nt = not tested or not shown. The list is partial. The share of hits here may be higher or lower than overall.

SMILES	C8 TRAIL sens	NR5A2 inv ag	COUP-TFII inh	Shn3 3UTR inh	TWEAK-Fn14 inh	KKLEB tox	CF NFkB block	TROY signal inh	SRC3 inh	EBV LMP1 NFkB	NCOA1 inh
CN(C)CCSc1nc2cc(S(=O)(=O)N3CCCCC3)ccc2o1	1	10	8	-9	-7	10	20	2	-6	9	-40
O=c1c2ccccc2oc2c1oc1ccccc12	-5	-87	-22	-103	-41	16	-97	-84	-49	-34	-60
COc1cc(/C=C/C(=O)OCC(=O)NCc2ccco2)cc(OC)c1OC	-3	-12	-2	-2	-15	1	-3	4	-5	7	-22
CCCCN(CCCC)C(=O)C1CC=CCC1C(=O)O (stereo not drawn)	-2	-6	-6	7	5	-15	0	-9	11	3	8
O[C@@H]1CN(CC2CCCCC2)[C@@H](c2ccc(Cl)cc2)C[C@H]1n1cc(-c2ccc(F)cc2)nn1	8	5	-8	2	-16	14	-7	0	-9	-3	-8
O=C(c1cccc(S(=O)(=O)Nc2ccccc2Cl)c1)N1CCC1	16	-14	2	-8	-3	3	-4	7	8	1	1
N#Cc1c(NC(=O)CSc2nc(N)cc(=O)[nH]2)sc2c1CCCCCC2	2	20	16	58	16	-29	-16	13	25	3	12
CC(OC(=O)CCC(=O)c1cccs1)C(=O)NC1CCCCC1C (stereo not drawn)	-8	-2	-9	-61	-9	4	2	1	22	12	2
Nn1c(SCC(=O)Nc2ccccc2C(F)(F)F)nncc1=O	-27	-6	-23	1	4	-9	5	14	-7	-13	-2
CCOC(=O)CC1(C)NC(=O)c2c(C)sc(C(=O)OCC)c2N1 (stereo not drawn)	6	20	1	-25	-6	-8	-15	-4	6	-1	3
O=C(Cc1cccc(C(F)(F)F)c1)OCC(=O)N1CCN(S(=O)(=O)c2ccc(Cl)cc2)CC1	-14	-1	25	-4	-22	-1	-1	2	12	-7	-5
NC(=O)C1CCN(c2oc(-c3ccccc3F)nc2S(=O)(=O)c2ccc(Cl)cc2)CC1	-7	-18	-9	11	-16	1	-9	-2	-23	-5	-10
O=C(CCc1ccccc1)NC(=S)Nc1cc(C(F)(F)F)ccc1N1CCOCC1	0	10	nt	10	28	-32	33	25	1	7	10
CCOC(=O)Cn1c(=O)c2c(nc(N3CCCCC3)n2C)n(C)c1=O	4	18	-3	8	0	8	-7	0	-12	-2	1
CCc1c(C)nc2c(C)cccc2c1SCCC#N	-3	-7	4	10	16	4	35	25	1	6	25
COc1cccc2c1NC(C(=O)O)C1CC=CC21 (stereo not drawn)	-3	-1	nt	-18	13	2	-3	-1	6	6	4
CC1=NNC(=O)C1CC(=O)N/N=C/C=C/c1ccccc1 (stereo not drawn)	-5	-13	-13	-13	-10	-2	-19	-13	6	-3	-21
N#Cc1nc(-c2ccc(OCc3ccccc3)cc2)oc1NCc1ccco1	-11	13	-6	5	16	-4	12	-29	-2	-2	9
O=C(Nc1ccc(-c2csc(Nc3ccc(Cl)cc3)n2)cc1)c1cc([N+](=O)[O-])cc(C(F)(F)F)c1	3	-18	-13	3	21	-22	26	5	-8	-37	-17
CCOC(=O)CN(Cc1ccccc1)S(=O)(=O)c1ccc(NC(C)=O)cc1	1	11	8	12	-10	-9	5	-11	-5	2	-2
CCCNC(=O)c1cc(C2CCCCN2C(=O)OCC(C)C)on1 (stereo not drawn)	-3	11	-3	0	-1	2	7	-5	-10	nt	2
CC(C)C[C@H](NC(=O)c1cc2cc(Cl)ccc2n1C)C(=O)N1CCC(C(=O)O)CC1	4	1	-9	4	5	9	-34	10	4	3	22
Cc1ccc(OCC(=O)NNC(=O)CCC(=O)Nc2ccc(C)cc2C)cc1	-10	-13	14	-7	-11	-29	2	9	3	6	-1
O=C(O)CCCNC(=O)Cc1ccccc1	-2	3	13	1	8	-10	-8	13	12	5	-7

Overlap with the part before: two entries, then new ones.
SMILES	C8 TRAIL sens	NR5A2 inv ag	COUP-TFII inh	Shn3 3UTR inh	TWEAK-Fn14 inh	KKLEB tox	CF NFkB block	TROY signal inh	SRC3 inh	EBV LMP1 NFkB	NCOA1 inh
Cc1ccc(OCC(=O)NNC(=O)CCC(=O)Nc2ccc(C)cc2C)cc1	-10	-13	14	-7	-11	-29	2	9	3	6	-1
O=C(O)CCCNC(=O)Cc1ccccc1	-2	3	13	1	8	-10	-8	13	12	5	-7
CCCS(=O)(=O)N1CCc2ccc(NC(=O)C3CCCO3)cc2C1 (stereo not drawn)	12	4	17	-4	-12	-16	0	8	11	-4	-8
COc1cccc(NC(=O)C(NCCC(C)C)c2ccccc2)c1 (stereo not drawn)	5	-1	4	16	-35	-13	20	-25	8	3	-3
CCCC1C(=O)Nc2ccccc2N1C(=O)c1ccc(C(C)(C)C)cc1 (stereo not drawn)	5	30	1	62	32	11	-3	17	17	1	13
Cc1cccc([C@@H]2[C@@H]3C(=O)N(Cc4ccccc4)C(=O)[C@@H]3[C@]3(CC(C)C)C(=O)N(c4cccc(Br)c4)C(=O)N23)c1	8	13	nt	3	5	-19	12	-4	14	3	7
CC(C)CCNC(=S)Nc1ccccc1F	1	1	-14	3	11	-1	14	-2	5	-2	-7
Cc1ccc(C(=O)NC2CCCCNC2=O)cc1 (stereo not drawn)	-2	-37	4	-21	-20	-13	7	-50	-47	-6	-77
NC(=O)C1(C(N)=O)OC1c1ccc(Cl)cc1Cl (stereo not drawn)	-1	19	10	5	14	-4	1	-4	13	-4	-12
NC(=O)CC(NC(=O)c1ccccc1)c1ccc(NCc2ccccc2)c([N+](=O)[O-])c1 (stereo not drawn)	2	20	0	30	-12	-7	-25	-19	-12	-7	4
CC(=O)Nc1cccc(-c2cccc3nccn23)c1	26	-46	-60	-56	21	-9	12	-19	-70	nt	-38
CC(C)c1ccc(/C=C/C(=O)Nc2nc3ccc([N+](=O)[O-])cc3s2)cc1	23	-3	3	13	-10	-5	-3	-19	12	-5	-11
CCC(=O)Nc1cccc(C2=NOC3(C2)C[C@@H](C(N)=O)N(C(=O)COc2ccc(Cl)cc2)C3)c1 (stereo partly drawn)	-4	2	14	5	-16	10	-12	5	3	7	2
O=C(NC1=NCCS1)c1cc(-c2ccc(-c3ccccc3)cc2)nc2ccccc12	65*	-152	-22	-46	-49	-5	-24	-35	-106	-5	-89
O=C(Nc1ccc(N2CCCC2)cc1)C(Cl)c1ccccc1 (stereo not drawn)	-2	-19	nt	-4	-38	1	-9	13	-43	-12	-27
Oc1ccc(/C=N/Nc2nc(N3CCCC3)nc(N3CCCC3)n2)cc1O	7	-10	-12	93*	-25	15	-32	-5	-23	-1	-12
Cc1cccc(C)c1OCC(=O)Nc1c(C)nn(C)c1C	1	-11	1	-12	1	-2	-4	-6	1	-1	7
O=C(COC(=O)c1n[nH]c2ccccc12)c1cccc(Br)c1	7	-11	-13	-47	-3	28	-13	-17	5	4	-8
CCCCn1nnnc1C(c1cccc2ccccc12)N1CCN(C/C=C/c2ccccc2)CC1 (stereo not drawn)	4	9	19	1	5	-25	15	17	6	nt	5
CCOC(=O)c1ccc(NC(=O)COc2ccccc2CNCCO)cc1	-6	-10	-3	-3	10	5	3	1	17	-3	5
C[C@]12c3[nH]c4ccc(Cl)cc4c3CCN1C(=O)[C@@H](CC(=O)NCCc1ccccn1)C[C@@H]2C(=O)N1CCCCC1	-10	-7	-8	0	31	18	-10	7	3	-18	-2
CCn1c(=O)n(CC)c2cc(N)ccc21	0	17	-13	-21	-14	-3	1	-6	16	-6	9
O=C(O)c1cccc(S(=O)(=O)N2CCN(S(=O)(=O)c3ccc4ccccc4c3)CC2)c1	2	-1	-2	-4	-6	-6	9	7	2	2	-32
COc1cccc(N2CCN(S(=O)(=O)c3cc4c(cc3Cl)NC(=O)CO4)CC2)c1	11	16	9	5	0	-14	8	12	1	-4	10
COc1ccc(N=C2CCS(=O)(=O)c3sccc32)cc1	-1	-27	-17	-8	-1	7	-21	-49	-19	-19	-10
Cc1occc1C(=O)N1CCN(C(=O)C2CCCO2)CC1 (stereo not drawn)	7	10	6	8	-37	-12	0	-13	-2	-3	18
S=c1[nH]nc(COc2ccccc2)n1/N=C/c1ccc(Cl)cc1Cl	-7	-3	11	-10	-33	12	-8	8	0	-3	-6
CC1CCCCC1NC(=O)COc1cccnc1[N+](=O)[O-] (stereo not drawn)	-6	-1	-10	0	18	0	9	7	7	-12	-2

Given with values under each structure: entries from further up.
Value order: C8 TRAIL sens, NR5A2 inv ag, COUP-TFII inh, Shn3 3UTR inh, TWEAK-Fn14 inh, KKLEB tox, CF NFkB block, TROY signal inh, SRC3 inh, EBV LMP1 NFkB, NCOA1 inh
- O=C(Nc1ccc(N2CCCC2)cc1)C(Cl)c1ccccc1 (stereo not drawn)
    -2, -19, nt, -4, -38, 1, -9, 13, -43, -12, -27
- Oc1ccc(/C=N/Nc2nc(N3CCCC3)nc(N3CCCC3)n2)cc1O
    7, -10, -12, 93*, -25, 15, -32, -5, -23, -1, -12
- Cc1cccc(C)c1OCC(=O)Nc1c(C)nn(C)c1C
    1, -11, 1, -12, 1, -2, -4, -6, 1, -1, 7
- O=C(COC(=O)c1n[nH]c2ccccc12)c1cccc(Br)c1
    7, -11, -13, -47, -3, 28, -13, -17, 5, 4, -8
- CCCCn1nnnc1C(c1cccc2ccccc12)N1CCN(C/C=C/c2ccccc2)CC1 (stereo not drawn)
    4, 9, 19, 1, 5, -25, 15, 17, 6, nt, 5
- CCOC(=O)c1ccc(NC(=O)COc2ccccc2CNCCO)cc1
    -6, -10, -3, -3, 10, 5, 3, 1, 17, -3, 5
- C[C@]12c3[nH]c4ccc(Cl)cc4c3CCN1C(=O)[C@@H](CC(=O)NCCc1ccccn1)C[C@@H]2C(=O)N1CCCCC1
    -10, -7, -8, 0, 31, 18, -10, 7, 3, -18, -2
- CCn1c(=O)n(CC)c2cc(N)ccc21
    0, 17, -13, -21, -14, -3, 1, -6, 16, -6, 9
- O=C(O)c1cccc(S(=O)(=O)N2CCN(S(=O)(=O)c3ccc4ccccc4c3)CC2)c1
    2, -1, -2, -4, -6, -6, 9, 7, 2, 2, -32
- COc1cccc(N2CCN(S(=O)(=O)c3cc4c(cc3Cl)NC(=O)CO4)CC2)c1
    11, 16, 9, 5, 0, -14, 8, 12, 1, -4, 10
- COc1ccc(N=C2CCS(=O)(=O)c3sccc32)cc1
    -1, -27, -17, -8, -1, 7, -21, -49, -19, -19, -10
- Cc1occc1C(=O)N1CCN(C(=O)C2CCCO2)CC1 (stereo not drawn)
    7, 10, 6, 8, -37, -12, 0, -13, -2, -3, 18
- S=c1[nH]nc(COc2ccccc2)n1/N=C/c1ccc(Cl)cc1Cl
    -7, -3, 11, -10, -33, 12, -8, 8, 0, -3, -6
- CC1CCCCC1NC(=O)COc1cccnc1[N+](=O)[O-] (stereo not drawn)
    -6, -1, -10, 0, 18, 0, 9, 7, 7, -12, -2
